Bioassay records: PubChem, Fisher Drug Discovery Resource Center
NPYLR7 ag: activates Aedes aegypti NPYLR7 receptor | HEK293T NPYLR7/Galpha15, GCaMP6s calcium fluorescence | activation, % at 10 µM | actives 0.15% (n = 270,000); in the data active means activation above about 40%;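 further: 0% = vehicle and 100% = reference agonist at the receptor; some compounds past the cut are filed as inactive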
hcGAS lum: blocks human cGAS activity. Q8N884. actives 0.081% (n = 290,000). inhibition, % at 12.5 µM. AID 1259398. recombinant h-cGAS, ATP depletion, Kinase-Glo luminescence;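 further: 0% = vehicle reaction and 100% = reaction without DNA for no activity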
Target sequence (Q8N884 whole entry, looked up): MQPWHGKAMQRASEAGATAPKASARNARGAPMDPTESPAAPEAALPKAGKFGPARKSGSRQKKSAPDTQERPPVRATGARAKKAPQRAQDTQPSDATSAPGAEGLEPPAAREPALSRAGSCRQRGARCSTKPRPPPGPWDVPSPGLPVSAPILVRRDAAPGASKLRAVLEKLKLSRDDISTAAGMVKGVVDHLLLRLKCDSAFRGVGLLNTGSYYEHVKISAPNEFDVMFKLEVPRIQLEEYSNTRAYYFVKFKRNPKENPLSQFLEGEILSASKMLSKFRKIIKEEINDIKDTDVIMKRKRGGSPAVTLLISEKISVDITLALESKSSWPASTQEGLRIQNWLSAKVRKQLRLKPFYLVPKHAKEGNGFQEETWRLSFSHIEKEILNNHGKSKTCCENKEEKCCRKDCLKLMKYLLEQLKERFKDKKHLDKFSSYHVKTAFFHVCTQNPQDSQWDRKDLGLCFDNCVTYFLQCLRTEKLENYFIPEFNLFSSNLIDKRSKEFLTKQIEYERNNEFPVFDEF
mcGAS lum: blocks mouse cGAS activity; Q8C6L5; actives 0.15% (n = 160,000); inhibition, % at 12.5 µM; recombinant cGAS, Kinase-Glo ATP depletion luminescence;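 further: 0% = negative control wells and 100% = reference inhibitor with no enzyme activity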
Active calls of the source: *; . = not tested or not shown; & = joins results of further samples. Unless noted, no stated cut-off is given here; in the data, active means inhibition above about 40%; inactive means the rest.

structure	NPYLR7 ag	hcGAS lum	mcGAS lum
CC1CN(CC(=O)NCc2cccnc2)c2ccccc2NC1=O (stereo unspecified)	9.6	-7.7	-15.2
CC(C)c1ccc(N2C(=O)N[C@@H]3CCN(S(=O)(=O)c4cccs4)[C@@H]3C2=O)cc1	-8.6	-6.9	-6.4
CC1CN(S(=O)(=O)NCCc2ccc(F)cc2F)C(C)CO1 (stereo unspecified)	2.2	-3.1	.
COC(=O)c1cc(S(=O)(=O)NC(C)C(C)C)ccc1Br (stereo unspecified)	2.2	-8.5	-17.3
CN(C)C(CNC(=O)c1ccoc1)c1cccc(F)c1 (stereo unspecified)	-2.6	3.6	-0.2
CC(Cc1ccccc1Br)NC(=O)C1CC(=O)N(C)C1 (stereo unspecified)	0.0&1.3	-4.9&-13.1	-9.0
c1ccc(Cc2cn[nH]c2C2CCCNC2)cc1 (stereo unspecified)	2.8	1.7	.
CC(=O)NC(Cc1ccccc1F)C(=O)N1CCN(Cc2cccc(-c3noc(-c4cccnc4)n3)c2)CC1 (stereo unspecified)	22.2	-0.6	-4.5
C=C1c2ccccc2NC(=O)N1Cc1ccc(N2CCOCC2)nc1	2.6	-2.9	-1.3
COc1ccccc1C(=O)N1CCN(c2nc(-c3cccc(F)c3)nc(C)c2Cc2ccccc2)CC1	.	2.9	0.6
CS(=O)(=O)N1CCOC(CNC(=O)c2cccc3c2OCC3)C1 (stereo unspecified)	1.4	-4.7	-16.3
Cn1cc(C2(C)CN(c3ncccc3C#N)CCO2)cn1 (stereo unspecified)	7.0	-0.9	.
CCN(CC)C(=O)CSc1nnc(N)s1	0.8	-8.1	.
CCCCN(CC(=O)N1c2ccccc2-n2cccc2C1c1ccc(OC)cc1)C(=O)Nc1ccccc1C(F)(F)F (stereo unspecified)	-5.1	-5.8	-2.9
Cc1ccc2c(c1)C(c1ccc(O)cc1)(c1ccc(O)cc1)C(=O)N2C	7.0	0.2	-3.1
CC(C)NS(=O)(=O)c1ccc(Cl)c(C(=O)NCc2ccc(F)cc2)c1Cl	-2.5	-4.8	.
CC(=O)Nc1ccc(NC(=O)COc2ccc(Br)cc2Cl)cc1	6.5	-5.1	.
c1ccc(CN[C@@H]2C[C@H]3CCOC[C@@]3(c3ccccc3)C2)cc1	2.4	-4.7	-7.5
O=C(c1ccc(S(=O)(=O)NCc2ccco2)o1)N1CCOCC1	-7.4	-1.1	.
Cc1nc2ccc(Cl)cn2c(=O)c1NC(=O)c1ccc(-c2ccccc2)cc1	-4.2	-4.4	.
CS(=O)(=O)Nc1cccc(NC(=O)Cc2csc(-n3cccc3)n2)c1	-2.0	-3.9	.
CC(c1cccs1)N(C)C(=O)c1ccc2sc(N)nc2c1 (stereo unspecified)	21.3	-4.1	-16.1
Cn1nc(-c2cccnc2)c2c1NC(=O)CC2C1CCC(N)CC1 (stereo unspecified)	6.5	2.8	.
O=C1OC(/C=C/c2ccccc2)=NC/1=C/c1ccccc1[N+](=O)[O-]	0.5	-0.3	3.2
O=C(NC(c1ccc2c(c1)OCO2)c1ccccn1)C1CCN(CCCOc2ccccc2)CC1 (stereo unspecified)	-8.5	4.9	4.2
Cn1nc(-c2ccccc2)cc1NC(=O)Cn1cnc(Cl)c1Cl	15.5	-7.8	.
Cc1ccc2oc(Nc3nc(C)cc(=O)[nH]3)nc2c1	-1.7	-6.8	.
O=S1(=O)CCN2C=C(Cc3c(Cl)cccc3Cl)SC2=N1	0.5	-4.7	.
CCC(=NCc1ccc(C)cc1)c1nc(-c2ccc(Cl)cc2)oc1O	2.8	-3.2	.
Cc1c(C)c(C)c(S(=O)(=O)Nc2ccc(S(=O)(=O)NC3CC3)cc2)c(C)c1C	2.8	0.8	.
CC(C)N(Cc1nccn1Cc1cccc(F)c1)C(=O)c1ccc(Cl)cc1	1.9	6.0	-5.9
O=C(O)c1cnn(-c2ccccn2)c1C(F)(F)F	0.1	-3.8	-1.7
Cc1ccc(-n2nnc3c(=O)n(Cc4ccc(C(F)(F)F)cc4)cnc32)cc1C	-2.1	-5.2	-7.7
COC(=O)c1ccc(C)c(NS(=O)(=O)c2ccsc2C(=O)OC)c1	10.6	-21.6	-2.2
COC(=O)c1cccc(NC(=O)c2sc3cc(F)ccc3c2Cl)c1	0.3	-5.8	-5.9
CCOc1ccc(CN(C)C(=O)c2c(C)cc(=O)n(CC(=O)NC(C)C)c2C)cc1	-0.2	5.2	.

The list continues.
The line under a structure holds: NPYLR7 ag, hcGAS lum, mcGAS lum
CCC(C)C(=O)N(C)Cc1ccc(C(N)=O)cc1 (stereo unspecified)
→ 4.3, -3.0, .
Cc1cc2nc(-c3ccccc3)c(N3CCN(C(=O)COc4ccccc4)CC3)nc2cc1C
→ -11.1, 1.5, .
Cc1nnc(SCC(O)COc2ccc(C(C)(C)C)cc2)n1C1CC1 (stereo unspecified)
→ -4.6, 0.1, .
CCC(C)(C)NS(=O)(=O)c1ccc(Cl)c(Cl)c1
→ 9.7, -9.4, .
COCCN(CC(=O)N(CCc1ccccc1)Cc1ccc(C)o1)C(=O)C1CCC1
→ -4.0, -3.8, -3.4
O=C(Cn1nc(-c2cccs2)c2sc(N3CCCCC3)nc2c1=O)OCc1ccccc1
→ -0.9, -8.0, -11.3
O=C(Cc1ccc(F)cc1)NCC1=CCCN(Cc2cnc[nH]2)C1
→ 0.9, -1.0, -6.4
Cn1c(=O)[nH]c(=O)c2c1nc(N1CCCCCC1)n2CCSc1ncccn1
→ ., -4.2, -8.8
O=C(Cc1cccc2ccccc12)N1CC[C@@H](N2CCC(O)CC2)[C@H](O)C1
→ 4.4, -10.4, .
COCC(=O)Nc1cc(C(=O)NCCC2=CC[C@H]3C[C@@H]2C3(C)C)cc2nc(-c3cccnc3)n(C)c12
→ 16.8, -7.2, -13.1
N#Cc1cccc(CN2CCC(NS(=O)(=O)c3ccccc3)CC2)c1
→ 0.2, -0.3, .
COc1cc(C=NNC(=O)c2ccoc2C)cc(OC)c1O
→ -2.9, -2.3, -7.8
Cc1cc(C(=O)COC(=O)CN2C(=O)NC3(CCCC3)C2=O)c(C)n1CC1CCCO1 (stereo unspecified)
→ 0.2, -5.4, -5.1
Cc1ccc(F)c(N2C(=O)CSC2c2cccc(NC(=O)c3ccccc3Cl)c2)c1 (stereo unspecified)
→ -2.5, -5.9, -10.0
CC(=O)S[C@@H]1CC2=CC(=O)CC[C@]2(C)[C@H]2CC[C@@]3(C)[C@@H](CC[C@@]34CCC(=O)O4)[C@H]12
→ 0.1&-7.0, -9.5&-6.0, -4.0
O=C(O)C1CCC(c2ccc(F)cc2)N(C(=O)C2CC2)C1 (stereo unspecified)
→ 19.4, -2.9, .
Cc1ccn(CC(=O)N2CCC(C(=O)Nc3ccc(Oc4ccccc4F)cc3)CC2)n1
→ -3.8, -9.7, -5.2
CCN1CCC2(CC1)CC(c1nnc(C)o1)N(C(C)=O)C2 (stereo unspecified)
→ ., -6.5, -3.1
CN(C(=O)Nc1ccccc1F)C(c1ccc(Cl)cc1)c1nccn1C (stereo unspecified)
→ 5.1, -6.4, .
CCOC(=O)N1CCC(n2c(-c3ccc(OC)cc3)csc2=Nc2ccccc2SC)CC1
→ -7.5, -4.9, .
CCCNC(=O)/C(C#N)=C1\N=C(NC(=O)c2cccs2)c2ccccc21
→ 0.7, -3.6, .
CC(C)C(=O)N1CCC1(C)C(=O)Nc1cc(-c2ccccc2)nn1C (stereo unspecified)
→ 8.6, -12.9, -7.1
COCc1noc([C@@H]2CN(C(=O)CC3=CCCCC3)C[C@H]2CO)n1
→ ., -3.3, -3.3
CN(C)S(=O)(=O)c1ccc(C(=O)Nc2ccc(SCC(=O)N3CCCC3)nn2)cc1
→ -3.5, -6.1, -9.8
O=C(Nc1ccccc1C(F)(F)F)N1CCSC1c1cccc(C(F)(F)F)c1 (stereo unspecified)
→ -3.9, -10.4, -6.3
COc1ccc(Cc2noc(CN3CCN(c4ccc(Cl)cn4)CC3)n2)cc1OC
→ 5.5, -12.1, .
O=C1CN(C(=O)c2ccccc2Cc2ccccc2)CCN1
→ -2.8, -4.5, .
CC(NC1CSCCSC1)c1nc(-c2ccccn2)no1 (stereo unspecified)
→ 23.6, -9.7, .
Cc1ccc(C2c3ccccc3CCN2C(=O)Nc2ccc(F)cc2F)cc1 (stereo unspecified)
→ 10.8, 2.9, 0.5
CCC(CO)(NC(=O)Nc1ccccc1)c1ccccc1 (stereo unspecified)
→ 8.3, -7.5, .
CCOc1c(CC)cnc2c1c(=O)n(Cc1ccc(F)cc1)c(=O)n2C
→ -3.3, -13.5, .
CCN(CC)Cc1cnc2c(C(=O)Nc3cccc(C(C)=O)c3)cnn2c1
→ 3.2, -6.0, .
COc1ccc(OC)c(Nc2ccc(Nc3cc(OC)ccc3OC)nn2)c1
→ -2.7, -9.1, .
CC1Sc2ccc(C#N)cc2N(Cc2ccc(Cl)cc2)C1=O (stereo unspecified)
→ -0.1, -5.0, .
COc1ccccc1OCC(=O)N1CCC(C2(C)NC(=O)N(Cc3ccc(F)cc3)C2=O)CC1 (stereo unspecified)
→ 6.8, -0.7, -3.5
COc1cccc(Cc2c(C)nc(C)nc2N2CCN(C(=O)c3cc(OC)cc(OC)c3)CC2)c1
→ 9.1, -1.0, -3.0
O=C(COC(=O)c1ccccc1SCc1ccco1)NNC(=O)c1cccs1
→ -0.3, -3.5, -3.7
CC1Oc2ccccc2OC1C(=O)NNC(=O)c1cccnc1 (stereo unspecified)
→ 4.2, -9.3, .
CCCNC(=O)Nc1cccc(OCc2ncc(C(C)(C)C)o2)c1
→ -0.3, -8.1, .
Oc1ccc(-c2nc3cnccn3c2NC2CCCC2)cc1
→ 2.9, 5.4, .
CCCc1cc(C(=O)NC2CCC(n3cnnc3)CC2)ccn1 (stereo unspecified)
→ 26.7, -3.1, .
CC(=O)N[C@@H]1C[C@H](Cc2ccccc2)O[C@H](C(C)(C)CN2CCOCC2)C1
→ 0.5, -5.4, .
CC(C)N1CCN(c2nnc(C(=O)NCc3ccccc3)c3ccccc23)CC1
→ 5.2, -12.1, .
Cc1ccc(Cc2nsc(N(C)CC(=O)N3CCN(c4ccc([N+](=O)[O-])cc4)CC3)n2)cc1
→ -1.2, -11.2, -5.6
COc1c(Cl)cc(NCc2csc(NC(C)=O)n2)cc1Cl
→ -0.1, -7.7, -8.7
COc1ccc(-c2c(O)c3c(OC)c4c(cc3oc2=O)OC(C)(C)CC4)cc1
→ -6.0, -7.0, .
Cc1cccc(Cn2c(-c3cnccn3)n[nH]c2=O)c1
→ 4.1, -5.3, .
NC(=O)c1ccc(NC(=O)c2ccnc(C3CC3)n2)cc1F
→ -2.5, -5.1, -9.5
CC(C)(NC(=O)c1cccs1)C(=O)NCCOc1ccccc1Cl
→ 4.5, -5.2, -9.8
C=CCn1c(=O)c2c(nc3n2CC(C)CN3c2ccc(OC)cc2OC)n(C)c1=O (stereo unspecified)
→ -5.6, -8.6, .
Cc1cc(C)c2sc(N(CCCN(C)C)C(=O)c3ccco3)nc2c1
→ 4.4, -7.0, -7.3
C=CCCC(O)CN(CCN1CCOCC1)Cc1cccc(C)c1 (stereo unspecified)
→ 16.7, -4.0, -4.6
CCOC(=O)CCc1c(C)nc2ncnn2c1N1CCN(C(=O)c2cc(F)c(F)cc2F)CC1
→ ., -0.8, -4.3
COCCN(CC(=O)N1CCc2sccc2C1c1ccccc1C)S(=O)(=O)c1cccc2cccnc12 (stereo unspecified)
→ 18.3, -4.1, -2.3
CCC(c1cccnc1)N(C)Cc1cc2c(cc1Cl)OCO2 (stereo unspecified)
→ 1.2, 1.4, -0.8
COc1ccc(N2CCN(C(=O)C3CC=CCC3C(=O)NCCCCc3ccccc3)CC2)cc1 (stereo unspecified)
→ -4.3, -10.6, -3.1
CCOCCCNc1nc(Nc2ccc(OC)cc2)c2cnn(-c3ccccc3)c2n1
→ -1.2, 0.8, -2.1
Cc1cc(C)c(NC(=O)CNC(=O)C2CC(=O)N(Cc3ccccc3)C2)c(C)c1 (stereo unspecified)
→ -12.7, -0.3, .

Record cards (already shown). Values in the order: NPYLR7 ag, hcGAS lum, mcGAS lum
Record of `Cc1cccc(Cn2c(-c3cnccn3)n[nH]c2=O)c1` : 4.1, -5.3, .
Record of `CC(C)(NC(=O)c1cccs1)C(=O)NCCOc1ccccc1Cl` : 4.5, -5.2, -9.8
Record of `COc1ccc(N2CCN(C(=O)C3CC=CCC3C(=O)NCCCCc3ccccc3)CC2)cc1` (stereo unspecified) : -4.3, -10.6, -3.1
Record of `Cc1ccc(Cc2nsc(N(C)CC(=O)N3CCN(c4ccc([N+](=O)[O-])cc4)CC3)n2)cc1` : -1.2, -11.2, -5.6
Record of `Cc1cc(C)c(NC(=O)CNC(=O)C2CC(=O)N(Cc3ccccc3)C2)c(C)c1` (stereo unspecified) : -12.7, -0.3, .
